KB-V1 MDR tox = KB-V1 MDR subline cytotoxicity; KB-V1 MDR cells viability, CellTiter-Glo, 72 h; Potency, µM (series often up to 46.1 µM), without a hit: top-dose activity change, negative = cytotoxicity, most hits filed as cytotoxic; 3.4% of 400,000 active; note: potency is the fitted concentration of half-maximal effect; % is set by controls: 0 for no effect and ±100 for the full control effect; nearly all actives have a fitted effect of over 60% in size
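KB-V1 MDR subline cells in DMEM (phenol-red free, 10% FBS) exposed to compounds in qHTS concentration series for 72 h at 37 degrees C. Viability read by CellTiter-Glo luminescence; concentration-effect curves fitted after normalization and correction.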
IL-1B inflam inh = blocks inflammasome-driven IL-1 beta release; THP-1 LPS/ATP IL-1B secretion, AlphaLISA, 16 h; stronger effect = lower value; activity change, % at 57.5 µM; 4.7% of 360,000 active; in the data active = activity change below about -50%; inconclusive = mostly about -30% to -49%; note: % is set by controls: 0 for no effect and ±100 for the full control effect
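Secreted IL-1B measured by AlphaLISA bead assay after 16 h compound exposure of THP-1 cells; compounds (final up to 57.5 uM) added 1 h before LPS (250 ng/mL) and ATP (1.25 mM) stimulation; lower signal means less secretion.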
S2 tox = reduces viability in counter-screen for ATXN expression inhibitors; Potency, µM (doses to about 56.7 µM), actives largely listed as cytotoxic; S2 cells (HEK-293 line with an ATXN2-luciferase reporter) viability, CellTiter-Fluor protease fluorescence, 24 h; 0.49% of 400,000 active; AID 651635; note: potency is the fitted concentration of half-maximal effect; nearly all actives have a fitted effect of over 40% in size
MCF10A rereplic = induces DNA re-replication in MCF 10a normal breast cells; MCF 10A DNA re-replication, Hoechst nuclear intensity, 48 h; Potency, µM (top dose mostly 46.1 µM), without a hit: at the top dose activity, positive = re-replication, usual class: activators; 2.9% of 350,000 active; AID 624296; note: potency is the fitted concentration of half-maximal effect; % of control where 0% means no effect; nearly all actives have a fitted effect of over 50% in size
KB-3-1 cytotox = kills parental KB-3-1 adenocarcinoma cells | AID 1347075 | Potency, µM (series often up to 46.1 µM), for the others: at the top dose activity change, negative = cytotoxic, hits mostly cytotoxic | 1.4% of 400,000 active | KB-3-1 viability, CellTiter-Glo ATP luminescence, 72 h; note: potency is the fitted concentration of half-maximal effect; % is set by controls: 0 for no effect and ±100 for the full control effect; nearly all actives have a fitted effect of over 60% in size
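72 h, 37 °C compound treatment of KB-3-1 parental cells; CellTiter-Glo added, 10 min, luminescence read. Data corrected against DMSO-only plates and normalized before curve fitting.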
SW480 rereplic = inducers of DNA re-replication in SW480 colon cancer cells; 1.8% of 340,000 active; SW480 DNA re-replication, Hoechst DNA content imaging, 48 h; Potency, µM (titrated, usually from 46.1 µM), inactives show top-dose re-replication activation, usual class: activators; AID 624297; note: potency is the fitted concentration of half-maximal effect; % of control where 0% means no effect; nearly all actives have a fitted effect of over 55% in size
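Image-based DNA-content assay: after two days of treatment, nuclei were labelled with the DNA dye Hoechst and imaged, and hits were compounds raising the count of nuclei showing high fluorescence intensity.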
HT1080-NT tox = kills 2HG-producing HT-1080-NT fibrosarcoma cells. HT-1080-NT fibrosarcoma viability, CellTiter-Glo ATP luminescence, 48 h. AID 686970. Potency, µM (series often up to 46.1 µM), without a hit: at the top dose activity, negative = less viability, usual class: cytotoxic. 1.6% of 360,000 active;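 note: NT is the 2HG producing partner of a matched IDH1 knockdown line; potency is the fitted concentration of half-maximal effect; 0% = DMSO-treated cells and -100% = media-only wells without cells; nearly all actives have a fitted effect of over 55% in size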
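Toxicity toward the 2HG-producing NT line was scored as %Activity, normalised to DMSO and no-cell wells, from CellTiter-Glo luminescence after 48 hours' treatment.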
HT1080 IDH1KD tx = kills HT-1080 cells with IDH1 knockdown. HT-1080 IDH1 knockdown viability, ATP luminescence, 48 h. Potency, µM (top dose mostly 46.1 µM), without a hit: top-dose activity, negative = toxicity, usual class: cytotoxic. 2% of 360,000 active;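 note: potency is the fitted concentration of half-maximal effect; 0% = DMSO wells and -100% = cell-free medium wells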
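In this qHTS, HT-1080 cells depleted of IDH1 are exposed for 48 h at 37 °C to compound titrations. Toxicity is scored from CellTiter-Glo luminescence, with DMSO as full viability and medium alone as none.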
ATXN2 expr inh = reduces ATXN2 reporter expression in HEK-293 cells; HEK-293 ATXN2-luciferase reporter, luminescence, 24 h; Potency, µM (top dose mostly 57 µM), for the others: at the highest dose activity change, negative = inhibition, hits mostly inhibitors; 0.72% of 360,000 active; note: potency is the fitted concentration of half-maximal effect; % is set by controls: 0 for no effect and ±100 for the full control effect; nearly all actives have a fitted effect of over 55% in size
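qHTS (up to 57 uM final) was run with 24 h compound exposure of reporter cells at 37 °C. Each well was multiplexed: SteadyGlo luminescence measured ATXN2-luciferase expression after a fluorogenic Gly-Phe-AFC viability readout (25 uM final).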
An asterisk follows results filed as active; i = inactive; ? = inconclusive; . = not tested or not shown; & = joins results of further samples; [ ] = another dose, or the depositor's remark. Unless noted, calls come from the whole dose curve; as a rule, active = well fitted curve in the direction sought with a large enough effect; inconclusive = small, poorly fitted or top-dose-only effect, or another doubt; inactive = no such curve, though single readings can be large; an effect the other way counts as inactive or inconclusive.

Values run as follows: KB-V1 MDR tox, IL-1B inflam inh, S2 tox, MCF10A rereplic, KB-3-1 cytotox, SW480 rereplic, HT1080-NT tox, HT1080 IDH1KD tx, ATXN2 expr inh
1: CC(=O)Oc1ccc2c(=O)c(-c3ccccc3)c(C)oc2c1
→ -11%, -2, i, -5%, 4%, 0%, 5%, 0%, 0%
2: CCOC(=O)C(CC)n1nnc2sc(-c3ccccc3)cc2c1=O (stereo unspecified)
→ -11%, ., i, ., -12%, ., ., ., 11%
3: CCCCOc1ccc(C(=O)NCC(=O)NCC(c2ccco2)N2CCCCC2)cc1 (stereo unspecified)
→ 0%, 10, i, -3%, 1%, 26%, -10%, -5%, -11%
4: CC1(c2ccc(OC(F)F)cc2)NC(=O)N(CC(=O)Nc2ccccc2)C1=O (stereo unspecified)
→ 2%, 26, i, 14%, -3%, -1%, -15%, -20%, 22%
5: CCOc1ccc2[nH]c(=O)c(C(c3nnnn3Cc3ccco3)N3CCC(C)CC3)cc2c1 (stereo unspecified)
→ 0%, -5, i, 5%, 0%, 13%, 0%, -1%, -7%
6: COc1ccc(OC)c(S(=O)(=O)NCC(c2ccco2)N2CCc3ccccc32)c1 (stereo unspecified)
→ ?, -1, i, 10%, -24%, 9%, -5%, -13%, 6%
7: CN(C)C(=O)Cn1c(=O)n(C)c2ccccc21
→ -5%, -2, i, 15%, -1%, -11%, 4%, 11%, -5%
8: CCCCCNC(=O)C(c1cccc2ccccc12)n1c(=O)c(-c2ccccc2)nc2ccccc21 (stereo unspecified)
→ 3%, 0, ., ., -4%, ., 1%, 8%, .
9: CCCCn1c(N)c(N(CCOC)C(=O)c2ccc(N3CCCC3)c([N+](=O)[O-])c2)c(=O)[nH]c1=O
→ 0%, 10, i, 4%, 17%, 0%, -1%, 1%, -1%
10: Cc1cccc(N2Cc3ccccc3C2=NC(=O)c2ccc(Cl)nc2)c1
→ -27%, 27, i, 8%, -13%, -4%, -15%, -12%, -7%[11.3 µM]
11: COc1ccc(N2CCN(c3oc(COc4ccc(Cl)cc4Cl)nc3C#N)CC2)cc1
→ -26%, -8, i, 5%, -9%, 1%, 0%, -10%, 2%
12: Cc1c(C(=O)Nc2ccc(F)cc2)nnn1-c1cccc(C(F)(F)F)c1
→ ?, -8, i, 9%, -18%, 0%, -6%, -9%, 0%
13: Cn1c(=O)c2c(nc(N/N=C/c3ccc(OC(=O)c4ccco4)cc3)n2Cc2ccccc2Cl)n(C)c1=O
→ 1%, 38, i, 10%, ?, -13%, -4%, 1%, -5%
14: CC(=O)N1CCc2cc(S(=O)(=O)NCCC(=O)NC3CCCCCC3)ccc21
→ 7%, 53, i, 1%, 5%, ?, 0%, 5%, -4%
15: O=C(N/N=C1/CC2C=CCC12)c1ccco1 (stereo unspecified)
→ 0%, 0, i, -2%, -7%, -2%, -1%, 13%, 26%
16: O=C(c1ccc(-c2cccc(C(F)(F)F)c2)o1)N1CCN(c2ccccc2O)CC1
→ ?, ?, i, ?, 3%, -1%, -1%, 10%, 8%
17: O=C(Nc1cc(Cl)ccc1O)c1cc2n(n1)C(C(F)(F)F)CC(c1ccc3c(c1)OCO3)N2 (stereo unspecified)
→ ?, -87*, i, 15%, 0%, -1%, -23%, -13%[9.24 µM], ?
18: CCc1nc2ccc(C(=O)NCCc3ccccc3OC)cc2nc1CC
→ -20%&6%, ?, i, 5%, -8%&-28%, 4%, 4%, 5%, -2%
19: COc1ccc(C2Nc3ccccc3C(=O)N2c2ccc(C)cc2)cc1Cn1cc([N+](=O)[O-])cn1 (stereo unspecified)
→ 0%, -6, i, 1%, 10%, ?, -1%, -7%, 33%[activator]
20: O=C(O)c1ccccc1NS(=O)(=O)c1ccc2c3c(cccc13)C(=O)N2
→ -4%, 6, i, 4%, -3%, 0%, -9%, -4%, 0%
21: CCCCn1c(NCCN(C)C)nc2c1c(=O)[nH]c(=O)n2C
→ 28%, -5, i, -1%, 2%, -8%, 4%, 1%, 0%
22: COc1ccccc1N1CCN(CC(=O)Nc2cc(C)nn2-c2nc(C)cc(C)n2)CC1
→ -2%, 51, i, 13%, 4.6µM*, 9.2µM*, ?, ?, -3%
23: OC(c1ccc2c(c1)OCO2)c1ncc(-c2ccc(Cl)cc2)[nH]1 (stereo unspecified)
→ 1%, -6, i, ., 0%, ., -16%, -21%, -14%
24: O=C(NC(C(=O)c1ccccc1)N1CCOCC1)c1ccccc1 (stereo unspecified)
→ 5%, 2, i, -1%, 3%, 0%, ?, 11%, 46%[activator]
25: CN(C)CCCNC(=O)C(=O)Nc1ccc2c(c1)N(S(=O)(=O)c1cccs1)CCC2
→ -1%, -15, i, ?, ?, 2%, -2%, 0%, -7%
26: Cc1ccc(C)c(NC(=O)C(=O)NCc2ccccn2)c1
→ -19%, -3, i, 0%, 3%, ?, 25%, 24%, -14%[11.3 µM]
27: CC(C)Cc1nnc(NC(=O)C2CCCC2)s1
→ 1%, 4, i, 12%, 0%, -10%, -3%, 4%, 36%
28: C=CCNC(=S)N(CC=C)C1CCS(=O)(=O)C1 (stereo unspecified)
→ -1%, 44, i, -1%, -3%, -14%, 11%, 6%, -9%
29: O=C(Nc1ccc2c(c1)OCO2)c1cc(C2CCCCN2S(=O)(=O)c2ccccc2)on1 (stereo unspecified)
→ -10%, -25, i, ., -5%, ., -13%, -1%, -7%
30: O=C(/C=C/c1ccccc1)N(Cc1cccs1)C1CCS(=O)(=O)C1 (stereo unspecified)
→ -4%, -4, i, 11%, 20%, -6%, -16%, 0%, 7%

Two entries from above, field by field.
22. COc1ccccc1N1CCN(CC(=O)Nc2cc(C)nn2-c2nc(C)cc(C)n2)CC1
  KB-V1 MDR tox: -2%; IL-1B inflam inh: 51; S2 tox: i; MCF10A rereplic: 13%; KB-3-1 cytotox: 4.6µM*; SW480 rereplic: 9.2µM*; HT1080-NT tox: ?; HT1080 IDH1KD tx: ?; ATXN2 expr inh: -3%
23. OC(c1ccc2c(c1)OCO2)c1ncc(-c2ccc(Cl)cc2)[nH]1 (stereo unspecified)
  KB-V1 MDR tox: 1%; IL-1B inflam inh: -6; S2 tox: i; MCF10A rereplic: .; KB-3-1 cytotox: 0%; SW480 rereplic: .; HT1080-NT tox: -16%; HT1080 IDH1KD tx: -21%; ATXN2 expr inh: -14%

Just S2 tox and HT1080 IDH1KD tx, for 3 of the compounds above:
cpd | structure | S2 tox | HT1080 IDH1KD tx
28 | C=CCNC(=S)N(CC=C)C1CCS(=O)(=O)C1 (stereo unspecified) | i | 6%
20 | O=C(O)c1ccccc1NS(=O)(=O)c1ccc2c3c(cccc13)C(=O)N2 | i | -4%
17 | O=C(Nc1cc(Cl)ccc1O)c1cc2n(n1)C(C(F)(F)F)CC(c1ccc3c(c1)OCO3)N2 (stereo unspecified) | i | -13%[9.24 µM]

The list continues:
31	CCOc1ccc(-c2cc(C(=O)NCc3ccc(C(F)(F)F)cc3)[nH]n2)c(C)c1
32	Cc1cc(C(=O)COC(=O)c2ccc(Cl)c(S(N)(=O)=O)c2)c(C)n1C1CC1
33	CC[C@H](C)[C@H](NC(N)=O)C(=O)Nc1ccc(S(=O)(=O)NC(C)C)cc1
34	CC1(Oc2cccc(F)c2)CCN(Cc2ccc(-c3ccccc3)o2)C1 (stereo unspecified)
35	Cc1csc2nc(O)c(C(=O)NCCCc3ccccc3)c(=O)n12
36	Cc1cccc(NC(=O)CSC2=NN3CCCC(=O)N=C3S2)c1C
entry no.,31,32,33,34,35,36
KB-V1 MDR tox,8%,-3%,0%,1%,16µM*,-3%
IL-1B inflam inh,16,7,10,0,8,3
S2 tox,i,?,i,i,i,i
MCF10A rereplic,.,-3%,-14%,.,1%,-1%
KB-3-1 cytotox,0%,7%,-14%,0%,?,6%
SW480 rereplic,.,-2%,-11%,.,-1%,-11%
HT1080-NT tox,?,0%,-5%,2%,-4%,3%
HT1080 IDH1KD tx,-25%,3%,0%,3%,10%,-3%
ATXN2 expr inh,6%,84%[activator],5%,11%,-4%,-3%

37	Cc1cc(C)c(OCC(=O)Nc2cc(C(=O)O)cc(C(=O)O)c2)cc1C
38	O=C(Nc1ccccc1)C1=C[C@H](c2csc3ccccc23)C[C@H](OCCCCO)O1
39	CCc1ccc(NC(=O)CCc2nnc3ccc(N4CCCC4)nn23)cc1
40	OC1(c2ccccc2)CNCCc2ccccc21 (stereo unspecified)
41	CCC(C)NC(=O)C1CN(S(=O)(=O)c2ccccc2)CCN1S(=O)(=O)c1ccccc1 (stereo unspecified)
42	COc1cc2c(cc1NC(=O)COC(=O)[C@@H](NC(=O)c1ccccc1)C(C)C)oc1ccccc12
43	O=C(Nc1cccc2ncccc12)c1ccc(OCc2ccccc2)cc1
44	O=C(NCc1ccccc1)NC1CCS(=O)(=O)C1 (stereo unspecified)
45	COc1ccccc1-n1c(CNc2ccc(F)cc2)nnc1SCC(=O)Nc1cc(C)on1
entry no.,37,38,39,40,41,42,43,44,45
KB-V1 MDR tox,18%,0%,1%,-16%,-4%,9.2µM*,?,?,-20%
IL-1B inflam inh,-12,-29,8,-15,0,10,8,15,4
S2 tox,i,?,?,i,i,i,?,i,i
MCF10A rereplic,17%,17%,?,10%,0%,19%,1.5µM*,-5%,-2%
KB-3-1 cytotox,-3%,-12%,-4%,-1%,-4%,-17%,-9%,-2%,-1%
SW480 rereplic,-8%,-11%,11%,-5%,-8%,0%,-33%[inhibitor],-3%,-4%
HT1080-NT tox,2%,-19%,10%,-8%,-1%,-14%,-23%,-6%,-7%
HT1080 IDH1KD tx,-1%,-20%,5%,1%,1%,-3%,-17%,-4%,7%
ATXN2 expr inh,.,-18%,.,.,-2%,19%,-37%,3%,-10%
